TSHR antag – Antagonists of the Thyroid Stimulating Hormone Receptor: HTS campaign; Thyrotropin receptor (Homo sapiens), P16473; TSHR-expressing cells, TSH-stimulated cAMP HTRF, 2 h; active compounds read low; activity change, negative = inhibition, % at 11.5 µM; 330,000 compounds, 0.2% hits; AID 504810, 2011;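 active means activity change below a set negative limit, meaning inhibition stronger than a set level, cut at about -70% in these data; inconclusive means activity change between two set negative limits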; further: on the % scale 0 is the no-effect control and ±100 the full control effect
Target sequence (P16473 whole entry, looked up): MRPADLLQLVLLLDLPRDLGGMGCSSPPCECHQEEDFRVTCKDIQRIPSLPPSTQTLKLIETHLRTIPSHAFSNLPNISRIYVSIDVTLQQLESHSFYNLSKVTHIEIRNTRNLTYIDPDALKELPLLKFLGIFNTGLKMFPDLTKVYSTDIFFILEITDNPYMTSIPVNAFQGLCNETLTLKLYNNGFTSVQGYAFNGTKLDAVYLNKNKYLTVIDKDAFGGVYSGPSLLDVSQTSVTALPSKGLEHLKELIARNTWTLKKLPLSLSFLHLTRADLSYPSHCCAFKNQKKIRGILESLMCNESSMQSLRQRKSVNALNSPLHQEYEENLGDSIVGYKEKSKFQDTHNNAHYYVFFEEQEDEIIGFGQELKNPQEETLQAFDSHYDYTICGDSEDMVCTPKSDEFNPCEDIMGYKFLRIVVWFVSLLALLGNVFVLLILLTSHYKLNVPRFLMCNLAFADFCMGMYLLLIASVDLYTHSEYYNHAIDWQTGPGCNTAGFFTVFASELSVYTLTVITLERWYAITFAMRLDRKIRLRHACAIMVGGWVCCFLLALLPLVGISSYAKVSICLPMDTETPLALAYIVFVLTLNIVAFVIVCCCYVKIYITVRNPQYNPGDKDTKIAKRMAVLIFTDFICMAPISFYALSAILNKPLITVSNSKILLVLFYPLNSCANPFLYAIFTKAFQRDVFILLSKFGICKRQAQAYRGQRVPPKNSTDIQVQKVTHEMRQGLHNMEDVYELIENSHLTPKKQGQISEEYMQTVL
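TSHR-expressing cells were treated with compounds, then stimulated with TSH at EC80 (4nM final) for 2 hours at 37 deg C. Cellular cAMP was measured by HTRF competition between lysate cAMP and cAMP-d2 for a cryptate-labelled anti-cAMP antibody.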
Eya2 inh – qHTS Assay for Inhibitors of the Phosphatase Activity of Eya2; AID 488837, 2010; Potency, µM (doses to about 76.9 µM), inactives show at the highest dose activity, negative = inhibition, most hits filed as inhibitors; recombinant Eya2, OMFP fluorescence dephosphorylation (OMFP is methylfluorescein phosphate); 330,000 compounds, 0.006% hits; further: potency means the concentration at half of the fitted maximal effect; on the % scale 0 is the no-effect control and ±100 the full control effect
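Eya2 (0.2 uM) preincubated 10 min at ambient with compound, then OMFP substrate added at 50 uM; 10 min reaction in 50 mM HEPES pH 7.5, 50 mM NaCl, 5 uM MgCl2, 0.05% BSA, 1 mM DTT. Fluorescence read at Ex 485/Em 525 nm.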
BCR signal inh – qHTS Assay to Find Inhibitors of Chronic Active B-Cell Receptor Signaling; 340,000 compounds, 0.05% hits; ABC-DLBCL IkBa-CBG/CBR reporter, luminescence ratio, 4 h; Potency, µM (titrated, usually from 46.1 µM), for inactives: at the top dose ratio change, negative = lower green/red ratio, hits mostly inhibitors; active means well fitted inhibition curve with a large enough effect in the signal ratio, with a control signal flat, not every such curve was filed as active; inconclusive means small, poorly fitted or top-dose-only effect, or effect the other way, or a change in a side signal; the % refers to the signal ratio;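 further: potency means the concentration at half of the fitted maximal effect; plate controls were basal doxycycline-induced cells for no effect and cells given 10 µM MG132 for full effect; MG132 reads +100%, hits lower the ratio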
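TMD8 ABC-DLBCL cells carrying doxycycline-inducible green luciferase fused to IkappaBalpha plus unfused red luciferase were exposed to compounds (up to 46 uM) for 4 hrs at 37C. Activity came from the overlap-corrected green/red luminescence ratio.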
TCR activator – Activators of T cell receptors: qHTS campaign; primary human leukocytes, anti-CD3, IL-2 HTRF, 48 h; 330,000 tested, under 10 active; AID 504894, 2011; Potency, µM (titrated, usually from 9.22 µM), inactives show at the top dose activation of IL-2 secretion, hits mostly activators; further: % of control where 0% means no effect
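Human primary leukocytes + a-CD3 beads + cpd, 48 hr; IL-2 in supernatant by HTRF (ex 320nm / em 665nm). No co-stimulatory signal supplied.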
Mito fusion yeast – qHTS Assay for Small Molecule Inhibitors of Mitochondrial Division or Activators of Mitochondrial Fusion. S. cerevisiae fusion-defective mutant growth rescue, CellTiterGlo 48 h. Potency, µM (series often up to 46.1 µM), for inactives: at the top dose growth rescue (activation), actives largely listed as activators. 320,000 compounds, 0.23% hits. AID 485298, 2010;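 further: potency means the concentration at half of the fitted maximal effect; % of control where 0% means no effect; nearly all actives have a fitted effect of over 45% in size; temperature-sensitive fusion mutants such as fzo1-1 at 37 °C on non-fermentable ethanol glycerol medium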
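Growth-rescue viability read-out: after 48 h at the non-permissive 37C in glycerol/ethanol YPEG, yeast mitochondrial fusion mutants are measured by CellTiterGlo luminescence; compounds (23 nl pinned per well) restoring growth score as division inhibitors or fusion activators.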
Tb PFK inh – qHTS Assay to Find Inhibitors of T. brucei phosphofructokinase. ATP-dependent 6-phosphofructokinase (Trypanosoma brucei brucei), O15648. T. brucei PFK, ADP-Glo luminescence. Potency, µM (series often up to 57.5 µM), inactives show top-dose activity, negative = inhibition, hits mostly inhibitors. 330,000 compounds, 0.17% hits. AID 485367, 2010;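 further: potency means the concentration at half of the fitted maximal effect; 0% = uninhibited 1x PFK enzyme wells and -100% = no-enzyme wells; nearly all actives have a fitted effect of over 60% in size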
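Compounds were pin-transferred as a titration series up to 57 uM into substrate buffer (0.5 mM F6P, 0.1 mM ATP, pH 8.0), then 1.25 nM PFK was added and reactions ran 45 min before ADP-Glo detection.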
a7 integrin act – qHTS for Activators of Integrin-Mediated Alleviation for Muscular Dystrophy | alpha7betagal myoblasts, beta-gal FDG fluorescence, 48 h | Potency, µM (top dose mostly 38.3 µM), without a hit: at the top dose activation, actives largely listed as activators | 350,000 compounds, 0.064% hits | AID 624291, 2012;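 further: potency means the concentration at half of the fitted maximal effect; 100% = response of the positive control SU9516; nearly all actives have a fitted effect of over 60% in size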
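Alpha7betagal+/- myoblasts (passage 13) were plated 16-24 hr, then exposed to compounds (1:260 dilution of DMSO stock) for 48 hours at 37C. After MPER lysis, β-galactosidase reporter activity was read as FDG fluorescence (ex 480/em 540) after 30 minutes.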
AT treatment – qHTS Assay for Identifying a Potential Treatment of Ataxia-Telangiectasia; […] A-T fibroblasts, KAP-1 phosphorylation AlphaLISA; neocarzinostatin DNA damage 30 min before lysis; AID 485349, 2010; Potency, µM (series often up to 57.5 µM), inactives show at the highest dose activation, most hits filed as activators; 320,000 compounds, 0.19% hits; further: potency means the concentration at half of the fitted maximal effect; % of control where 0% means no effect; nearly all actives have a fitted effect of over 45% in size
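ATM-like activity read as KAP-1 phosphorylation via AlphaLISA donor/acceptor antibody pairs after lysis and 6 hr at 25C. Cells were ATM-null patient fibroblasts ([…], hTERT), dosed 60 min, then exposed to the DSB inducer NCS for 30 min.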
ELG1 DNA repair – qHTS screen for small molecules that inhibit ELG1-dependent DNA repair in human embryonic kidney (HEK293T) cells expressing luciferase-tagged ELG1; HEK293T ELG1-luciferase reporter, luminescence, 16 h; DNA damage induced by 5-fluorouridine; 330,000 compounds, 2.3% hits; Potency, µM (doses to about 46.1 µM), inactives show at the highest dose activity change, negative = inhibition, usual class: inhibitors; AID 504467, 2011; further: potency means the concentration at half of the fitted maximal effect; on the % scale 0 is the no-effect control and ±100 the full control effect; nearly all actives have a fitted effect of over 55% in size
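Step one: seed 2,000 cells per well. Step two: pin-transfer compound or DMSO alongside 5-fluorouridine. Step three: incubate 16 hr, 37 °C, 5% CO2. Step four: add ONE-Glo, wait 30 min, read luminescence.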
TSG101-PTAP inh – qHTS Assay for Iinhibitors of HIV-1 Budding by Blocking the Interaction of PTAP/TSG101; 340,000 tested, under 10 active; Fluorescence polarization, FITC-PTAP peptide / Tsg101 binding; Potency, µM (titrated, usually from 115 µM), inactives show at the highest dose activity change, negative = inhibition, usual class: inhibitors; Tumor susceptibility gene 101 protein (Homo sapiens), Q99816; active means well fitted inhibition curve with a large enough effect in the main read-out, with a control signal flat, not every such curve was filed as active; inconclusive means small, poorly fitted or top-dose-only effect, or effect the other way, or a change in a side signal; inactive means no such curve, though single readings can be large or run the other way; further: potency means the concentration at half of the fitted maximal effect; % of control where 0% means no effect
Target sequence (Q99816 whole entry, looked up): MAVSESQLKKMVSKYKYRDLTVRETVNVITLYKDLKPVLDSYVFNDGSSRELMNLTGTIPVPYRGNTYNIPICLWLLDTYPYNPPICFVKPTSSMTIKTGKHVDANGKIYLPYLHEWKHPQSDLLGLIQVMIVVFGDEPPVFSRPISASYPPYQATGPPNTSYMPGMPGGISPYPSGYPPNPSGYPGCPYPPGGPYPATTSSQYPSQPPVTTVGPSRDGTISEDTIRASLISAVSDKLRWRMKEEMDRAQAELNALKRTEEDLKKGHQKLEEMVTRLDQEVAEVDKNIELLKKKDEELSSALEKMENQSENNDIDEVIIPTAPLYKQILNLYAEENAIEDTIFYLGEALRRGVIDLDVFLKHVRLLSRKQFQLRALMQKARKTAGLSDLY
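Compounds were pin-transferred onto Tsg101 binding domain (10 uM final) in HEPES pH 7.5 buffer, then FITC-PTAP peptide was added at 50 nM final. After 20 min at RT, polarization reported peptide displacement across a qHTS concentration series.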
ASM inhibitor – Inhibitors of Secretory Acid Sphingomyelinase (S-ASM): qHTS; placental ASM, HMU-PC fluorogenic substrate, 60 min; AID 504937, 2011; 340,000 compounds, 0.006% hits; Sphingomyelin phosphodiesterase (Homo sapiens), P17405; Potency, µM (top dose mostly 57.5 µM), for inactives: at the top dose activity change, negative = inhibition, actives largely listed as inhibitors; further: potency means the concentration at half of the fitted maximal effect
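Fluorogenic HMU-PC substrate (9 uM final) is turned over by placental ASM in 60 min at 37 C after a 10 min compound preincubation. Reaction ended by alkaline stop (pH 10), with fluorescence read at 386/447 nm.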
Starred values were filed as active, the others as inactive; ? = inconclusive; . = not tested or not shown; [ ] = another dose, or the depositor's remark. Unless noted, the call rests on the fitted dose curve; in most records, active means well fitted curve in the direction sought with a large enough effect; inconclusive means small, poorly fitted or top-dose-only effect, or another doubt; inactive means no such curve, though single readings can be large; an effect the other way counts as inactive or inconclusive.

SMILES	TSHR antag	Eya2 inh	BCR signal inh	TCR activator	Mito fusion yeast	Tb PFK inh	a7 integrin act	AT treatment	ELG1 DNA repair	TSG101-PTAP inh	ASM inhibitor
Cc1cc(C)n2nc(C(=O)Nc3cccc(S(=O)(=O)N4CCOCC4)c3)nc2n1	16.5	-29.8%	?	8.4%	-4.3%	0.2%	9.0%	0.6%	14.6%	5.4%	0.1%
Cc1nc2cc(CO)ccc2s1	8.8	-5.1%	2.9%	1.6%	-3.8%	0.5%	14.8%	5.3%	13.9%	-0.3%	-1.8%
Cc1cc(C)cc(N(CC(=O)NCCSc2ccccn2)S(=O)(=O)c2ccccc2)c1	5.9	-19.6%	?	3.7%	1.8%	-1.3%	-1.2%	19.4%	?	-0.3%	1.1%
COc1ccc(CNC(=O)CCS(=O)(=O)c2ccc3c(c2)NC(=O)CS3)cc1	-9.9	-1.6%	-2.6%	3.3%	8.4%	2.8%	6.0%	-4.6%	-1.6%	-3.5%	0.0%
Cc1cccc(C(=O)O)c1NC(=O)c1ccc(F)cc1	14.2	4.4%	13.8%	7.3%[46.1 µM]	1.6%	1.1%	1.4%	-1.3%	19.2%	-3.0%	4.2%
CC1(C)CC(=O)C=C(N2CCCC2)C1	-14.5	12.0%	?	4.3%[46.1 µM]	0.6%	6.1%	-11.1%	6.4%	-4.7%	-10.5%	4.5%
O=C(CSc1cccc[n+]1[O-])c1ccccc1Br	-0.4	14.5%	?	3.4%	5.0%	-1.5%	-66.5%[inhibitor]	-0.5%	?	-3.4%	7.9%
Cc1ccc(NC(=O)COC(=O)c2ccc(NC(=O)CC#N)cc2)cc1S(=O)(=O)N1CCOCC1	20.4	0.2%	?	3.8%[46.1 µM]	.	-1.4%	-11.5%	12.4%	-27.0%	-4.4%	-2.7%
CCN(C1CCCCC1)S(=O)(=O)c1ccc(C(=O)O)cc1	4.3	-24.4%	5.8%	-4.3%	-1.3%	0.1%	-4.2%	0.4%	16.2%	-10.9%	3.6%
CCOc1cc(C(=O)OCC(=O)Nc2ncc(Cl)c(C)c2Cl)ccc1OCC(=O)N1CCOCC1	-2.0	-2.4%	0.0%	-26.6%[46.1 µM]	-0.3%	-0.8%	-7.5%	-3.6%	?	-4.9%	1.0%
CC(=O)N(CN1C(=O)CCC1=O)c1ccc(Cl)c(Cl)c1	35.1	3.6%	-20.8%	-2.6%	-0.4%	-0.1%	6.9%	-0.8%	18.7%	-6.0%	0.8%
CCOC(=O)c1c2n(c3ccc(OC(C)=O)cc13)CCC2	2.7	-3.8%	2.0%	4.5%	0.8%	0.2%	6.7%	3.3%	2.9%	-0.1%	-3.5%
CC(C)N1CC(C(=O)Nc2ccc(F)c(Cl)c2)CC1=O (stereo not given)	22.3	-8.4%	0.4%	1.3%	-3.8%	-14.3%	13.1%	12.6%	-4.5%	-0.5%	0.5%
COC(=O)C(C)Oc1ccc(-c2nccc(-c3ccc(F)cc3)n2)cc1 (stereo not given)	-4.2	-11.6%	3.2%	7.5%	-30.8%[inhibitor]	5.2%	-8.5%	3.3%	18.2%	-1.8%	0.4%
CCOc1ccc(CCNC(=O)c2cccc(-n3cnnn3)c2)cc1OCC	-8.1	21.7%	-2.3%	2.0%	-3.1%	-3.7%	-18.2%	-3.3%	-19.7%	-0.2%	1.5%
C/C(Nc1ccc(C)cc1)=C(/C#N)C(N)=O	2.4	8.8%	?	-9.4%	-3.8%	3.1%	-2.9%	0.7%	?	-6.2%	-1.6%
O=C(NCC1CCCO1)c1cc(-c2ccccc2)nc2ccc(Br)cc12 (stereo not given)	1.4	-4.5%	2.4%	-12.1%	-0.9%	0.0%	17.3%	24.7%	1.7%	-1.0%	-1.7%
COc1ccc(C(=O)Nc2ccc(N3CCN(C)CC3)cc2)cc1OC	-8.3	-1.5%	-1.9%	6.3%	0.1%	-2.3%	0.0%	-8.9%	?	-1.5%	2.2%
O=C(COC(=O)c1cc(-c2cccc3ccccc23)nc2ccccc12)NC1CCS(=O)(=O)C1 (stereo not given)	19.3	-0.9%	-0.6%	1.0%[46.1 µM]	27.7%	-1.9%	21.0%	2.8%	-1.0%	-14.7%	7.1%
COc1cccc(NC(=O)CSc2ccccn2)c1	14.2	10.2%	-1.9%	4.1%	-0.5%	-3.5%	-11.8%	5.3%	?	-3.4%	4.5%
COc1ccccc1N1CCN(C(=O)CSc2nc3ccccc3[nH]2)CC1	0.0	-27.3%	-15.9%	2.1%	2.7%	0.1%	9.3%	3.4%	?	-7.4%	-0.9%
CCc1ccc(N2CC(C(=O)OCC(=O)c3c(N)n(CC(C)C)c(=O)n(C)c3=O)CC2=O)cc1 (stereo not given)	-3.2	9.3%	?	2.0%	-3.1%	-0.2%	-1.8%	0.6%	-12.4%	-5.0%	.
CC(C)CN(CC(C)C)C(=O)Nc1ccccc1F	-0.5	-14.3%	?	1.8%	-5.5%	0.7%	?	0.0%	3.2%	-3.2%	8.5%
Cc1nc(NC(=O)c2ccc(Br)o2)ccc1Br	-14.4	5.2%	?	-4.3%	4.2%	-4.4%	1.8%	11.8%	?	-2.1%	-2.7%
Cc1cc(C)n(C(=O)CNc2ccccc2Cl)n1	7.5	-3.5%	6.0%	-5.9%[46.1 µM]	5.9%	-4.7%	15.8%	1.6%	14.8%	-4.7%	-0.7%
(further entries)
SMILES	TSHR antag	Eya2 inh	BCR signal inh	TCR activator	Mito fusion yeast	Tb PFK inh	a7 integrin act	AT treatment	ELG1 DNA repair	TSG101-PTAP inh	ASM inhibitor
O=C(Nc1cccc(S(=O)(=O)N2CCCC2)c1)c1cc(-c2ccccn2)nc2ccccc12	-2.0	5.6%	-3.2%	-0.6%	-2.1%	-2.1%	?	-9.6%	?	-2.9%	-9.6%
COCCN(Cc1cc2ccc(C)c(C)c2nc1Cl)C(=O)N1CCOCC1	-6.1	1.7%	-10.1%	-0.3%	4.5%	2.6%	-12.0%	5.2%	3.8%	-0.6%	0.8%
Cn1c(=N)n(CC(=O)c2ccccc2)c2ccccc21	-9.6	-1.8%	?	8.4%	-4.9%	1.5%	0.0%	5.1%	?	-1.0%	-0.1%
CCOC(=O)CCC(=O)N1CCOCCOCCN(C(=O)CCC(=O)OCC)CCOCCOCC1	2.4	-0.8%	?	.	-2.0%	6.2%	9.0%	-5.1%	-15.6%	-4.5%	2.9%
COc1ccc(N=c2oc3ccc(OC)cc3cc2-c2nc3ccccc3[nH]2)cc1	.	.	.	-63.7%	-4.1%	.	-51.4%[inhibitor]	.	.	-7.8%	1.6%
CN1CCC(=NNC(=O)CN(c2ccc(Oc3ccccc3)cc2)S(C)(=O)=O)CC1	-9.4	-6.4%	-1.5%	-9.3%[46.1 µM]	1.5%	-2.5%	-24.9%	-3.7%	6.6%	-6.6%	-0.3%
CCCC(=O)Nc1nc(C(=O)OCC)cs1	0.2	1.0%	12.2%	0.2%	3.1%	1.9%	25.9%	3.8%	29.0%	-3.4%	3.2%
CC(C)Cn1c(N)c(C(=O)NCc2cccs2)c2nc3ccccc3nc21	14.8	-1.4%	?	-0.2%	-22.8%	2.8%	-45.6%[inhibitor]	?	9.2µM*	-1.2%	.
COc1ccc(/C=C2\SC(=S)N(NS(=O)(=O)c3ccccc3)C2=O)c(OC)c1	-5.9	?	-2.1%	-0.5%	?	-0.9%	32.8%	-8.9%	1.5%	-5.2%	-11.3%
Cc1ccc(NC(=O)c2sc(N)nc2-c2ccc([N+](=O)[O-])cc2)c(C)c1	0.7	3.9%	-18.6%	-0.9%	-1.8%	11.0%	-3.7%	-3.8%	-0.4%	-0.9%	-1.5%
